From PubChem
RXFP1 antagonist: blocks the human relaxin receptor RXFP1 | 0.59% of 350,000 active | activity change, negative = inhibition, % at 57.5 µM | HEK293-RXFP1, relaxin-stimulated cAMP HTRF, 30 min; active compounds read low | AID 1259400 | Q9HBX9;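 active = activity change of -60% or lower, but not beyond a set lower limit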; also: % is scaled to controls: 0 for no effect and ±100 for the full control effect
TRHR ag: agonists of human TRH receptor; P34981; TRHR cells, calcium flux fluo-8, FDSS agonist mode; activation, % at 2 µM; 0.18% of 360,000 active; also: 0% is about no effect
Target sequence (P34981 whole entry, looked up): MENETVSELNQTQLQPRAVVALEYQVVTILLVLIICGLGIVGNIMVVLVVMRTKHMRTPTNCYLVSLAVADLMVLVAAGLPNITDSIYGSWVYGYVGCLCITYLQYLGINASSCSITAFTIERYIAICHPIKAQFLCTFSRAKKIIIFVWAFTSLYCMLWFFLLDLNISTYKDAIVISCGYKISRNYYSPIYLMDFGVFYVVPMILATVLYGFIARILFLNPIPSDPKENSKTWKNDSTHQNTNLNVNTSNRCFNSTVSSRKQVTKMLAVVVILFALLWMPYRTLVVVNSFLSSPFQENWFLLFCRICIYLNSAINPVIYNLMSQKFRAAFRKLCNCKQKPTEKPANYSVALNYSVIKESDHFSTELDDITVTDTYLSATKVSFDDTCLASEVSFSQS
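TRHR-expressing cells loaded with fluo-8 calcium dye; 23 nL library compound pin-transferred, kinetic FDSS fluorescence (Ex 480/Em 530) recorded about 180 s for agonist-induced calcium release, before a 10 nM TRH EC20 addition for potentiator mode.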
D1 potentiator: potentiators of human D1 dopamine receptor. P21728. potentiation, % at 10 µM. HEK293 TREx D1 cells, calcium flux, dopamine EC20 potentiation. 0.036% of 360,000 active; in the data active = potentiation above about 30%; also: 0% is about no effect
D1 antag: antagonists of human D1 dopamine receptor | P21728 | HEK293 TREx D1 cells, calcium flux, dopamine EC80; active compounds read low | activity change, negative = inhibition, % at 10 µM | 3.2% of 360,000 active | AID 504652; in the data active = activity change below about -30%; also: % is scaled to controls: 0 for no effect and ±100 for the full control effect
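After overnight tetracycline induction at 30 C, force-coupled D1 HEK293 cells took up a no-wash calcium dye at room temperature. Compounds were added and monitored 180 s, and the response to EC80 dopamine was then recorded.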
TRHR PAM: allosteric enhancers of human TRH receptor; TRHR cells, fluo-8 calcium fluorescence, EC20 TRH enhancement; enhancement, % at 2 µM; 0.66% of 360,000 active; in the data active = enhancement above about 30%; also: 0% is about no effect
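Enhancer read-out: after compound pinning and an initial kinetic agonist-mode read, an EC20 of TRH (10 nM final) was injected and fluo-8 calcium signal (Ex 480/Em 530) followed at 1 s/cycle for 100 cycles in TRHR-expressing cells.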
D2 ag: activates the human D2 dopamine receptor; HEK293 T-REx D2 cells, calcium flux agonist mode; activation, % at 2 µM; 0.53% of 340,000 active; AID 485358;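 active = activation over 3 SD above normal in the single-dose calcium agonist read, cut at about 30% in these data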; also: 0% is about no effect
Target sequence (P14416 whole entry, looked up): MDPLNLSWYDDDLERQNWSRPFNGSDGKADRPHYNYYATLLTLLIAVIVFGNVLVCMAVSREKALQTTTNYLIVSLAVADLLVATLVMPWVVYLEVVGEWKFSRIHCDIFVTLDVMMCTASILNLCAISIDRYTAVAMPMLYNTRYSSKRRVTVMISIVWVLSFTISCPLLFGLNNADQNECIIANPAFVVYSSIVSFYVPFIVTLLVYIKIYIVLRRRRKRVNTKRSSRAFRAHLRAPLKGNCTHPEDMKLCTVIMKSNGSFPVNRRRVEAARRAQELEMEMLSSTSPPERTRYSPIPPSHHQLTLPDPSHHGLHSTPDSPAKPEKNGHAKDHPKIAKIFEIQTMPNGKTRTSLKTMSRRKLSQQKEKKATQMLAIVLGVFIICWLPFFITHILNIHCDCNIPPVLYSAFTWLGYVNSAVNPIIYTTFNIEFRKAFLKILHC
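Calcium-flux readout, 1 cycle/sec over 180 s following compound pin transfer, in inducible HEK293 Trex D2 cells (force-coupled); dopamine controls included. Positive calcium responses during this window marked compounds as potential agonists.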
D1 ag: agonists of human D1 dopamine receptor; activation, % at 2 µM; P21728; AID 504660; HEK293 T-REx D1 cells, calcium flux, agonist mode; 1% of 360,000 active; also: 0% is about no effect
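Inducible HEK293 T-REx D1 cells, force-coupled to calcium signalling, were plated at 4000 cells/well with tetracycline and held overnight at 30 C. After no-wash calcium dye loading, compound-evoked calcium rise over 180 s flagged agonists.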
D2 antagonist: D2 dopamine receptor (human) antagonism; P14416; HEK293 TREx D2 cells, calcium flux, dopamine EC80; inhibition, % at 10 µM; 2% of 340,000 active; AID 485344; in the data active = inhibition above about 30%; also: 0% is about no effect
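Inhibition of EC80 dopamine-driven calcium flux, recorded kinetically, defines activity here; cells are a tetracycline-induced HEK293 T-REx line expressing force-coupled D2.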
D2 PAM: D2 dopamine receptor (human) potentiation; P14416; HEK293 T-REx D2, calcium flux, EC20 dopamine potentiation; potentiation, % at 10 µM; 0.34% of 340,000 active; AID 485347;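 active = potentiation over 3 SD above the plate norm, cut at about 30% in these data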; also: 0% is about no effect
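Potentiation of an EC20 dopamine calcium response is measured in a force-coupled, tetracycline-inducible Hek293 Trex D2 line. Compound-only kinetic reads over 180 s flag agonists before dopamine addition.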
Starred values were filed as active, the others as inactive; / = no result given. Rule as the data show it, unless noted: active = activation above about 30%; inactive = the rest.

Fields – RXFP1 antagonist, TRHR ag, D1 potentiator, D1 antag, TRHR PAM, D2 ag, D1 ag, D2 antagonist, D2 PAM
C[C@]12C=CC(=O)C=C1CC[C@@H]1C2CC[C@]2(C)OC(=O)CCC12 (some centres not stated)
    -10.1, 0.1, -2.6, -12.8, -8.5, 0.6, 3.7, 4.2, 4.1
CC(=O)O[C@@]12CO[C@@H]1C[C@H](O)[C@@]1(C)C(=O)[C@H](O)C3=C(C)[C@@H](OC(=O)[C@H](O)[C@@H](NC(=O)c4ccccc4)c4ccccc4)C[C@@](O)([C@@H](OC(=O)c4ccccc4)C12)C3(C)C (some centres not stated)
    7.0, -0.2, -5.1, -8.7, -10.6, -1.2, 0.5, -5.0, -9.5
CN1CCC(N2CC3CC(C2)c2cccc(=O)n2C3)CC1 (configuration not stated)
    4.5, 0.6, 10.5, 1.3, 5.2, 0.3, 2.4, 0.6, 6.8
COc1ccccc1N1CCN(C2CCCN(C(=O)COc3ccccc3Cl)C2)CC1 (configuration not stated)
    -0.5, 0.5, -1.9, 0.0, -3.1, -1.9, 2.8, 2.8, -22.5
CN(C)c1cc(N)c2c(n1)CCC2 (tested in a mixture with another compound)
    7.4, -0.5, 1.0, -5.9, 2.2, 1.0, 2.6, -0.3, -1.0
CCN(CC)CCCOC(=O)C(OC(C)C)(c1ccccc1)c1ccccc1
    -32.5, 3.3, -4.7, 5.5, -4.7, -0.6, 21.7, 57.1*, -24.8
O=c1cccc2n1C[C@@H]1C[C@@H]2CN(CC(O)c2ccc([N+](=O)[O-])cc2)C1 (some centres not stated)
    2.3, -0.2, 0.2, 1.4, -2.0, 0.3, 4.0, -11.8, 19.5
Cn1cc(C(=O)OCC(=O)NC2CCCCC2)c2ccccc21
    2.5, -0.1, -10.3, -28.4, -8.3, 0.4, -0.2, 39.1*, 3.2
O=C(O)CCCc1ccc(N(CCCl)CCCl)cc1
    -22.1, 0.3, 0.1, -4.3, 11.6, /, 5.6, /, /
CC(C)c1ccccc1NC1=NCCCS1
    -6.9, -0.9, -10.0, 4.7, 0.2, -0.4, 5.7, -4.7, -5.4

Fields – RXFP1 antagonist, TRHR ag, D1 potentiator, D1 antag, TRHR PAM, D2 ag, D1 ag, D2 antagonist, D2 PAM
COc1ccc(OC)c(-n2c(O)c(C=Nc3c(C)n(C)n(-c4ccccc4)c3=O)c(=O)[nH]c2=S)c1
    -25.8, 0.3, 1.4, -1.4, -0.3, 1.3, 1.4, 3.9, 1.9
C(=NC12CN3CN(CN(C3)C1)C2)c1cccnc1
    -3.6, 0.7, -1.7, 5.7, -2.8, -0.6, 4.5, -1.0, 3.4
C=CCn1c(O)c(C(CC)=NC2CC2)c(=O)[nH]c1=O
    11.0, 0.4, -4.2, 16.5, -2.1, 0.2, 1.1, 39.3*, -12.1
CCC(=O)N1CC(=O)Nc2ccc(F)cc2C1c1ccccc1 (configuration not stated)
    /, 1.0, /, 1.6, -0.7, 0.9, 3.1, -13.7, 1.8
Clc1ccc2[nH]c3c(c2c1)CCNC3
    4.5, 1.0, -7.3, -7.3, 4.4, 1.8, 8.7, 13.3, -18.4
Cc1ccc(-c2nc3ccccc3c(=O)n2-c2cccc(C)n2)cc1
    -2.5, -1.2, 0.2, -3.5, 0.0, -1.4, 0.9, -1.3, -2.5
CC(=O)N1CC(=O)Nc2ccc(Br)cc2C1c1ccc(F)cc1 (configuration not stated)
    13.3, 1.2, -1.8, -0.5, 1.0, 2.2, 3.9, -9.3, 8.6
CC1CN=C(NCc2ccncc2)S1 (configuration not stated)
    1.6, -0.1, -1.6, -8.4, -3.3, -0.1, 1.5, 2.2, -3.9
CCn1c(=N)n(Cc2ccccc2F)c2ccccc21
    12.1, 0.0, -2.2, 10.6, 6.8, /, 7.4, /, /
CCOc1ccccc1CNCCc1ccc2c(c1)OCO2
    -0.5, 0.0, -7.9, 18.8, 0.9, -0.1, 12.2, -7.3, -9.9

Fields – RXFP1 antagonist, TRHR ag, D1 potentiator, D1 antag, TRHR PAM, D2 ag, D1 ag, D2 antagonist, D2 PAM
C[C@H]1[C@@H](c2ccccc2)O[C@@H](c2ccccc2Br)N1C
    /, 0.0, -2.0, -2.5, 3.5, -0.3, 2.5, -3.1, 4.2
O=[N+]([O-])c1ccc(N2CCCCCC2)c2nonc12
    -32.4, 142.1*, 5.6, 5.9, 15.2, 84.7*, 526.5*, 10.9, -19.6
COc1ccc(C2SCC(=O)Nc3c2c(C)nn3C2CCOC(C)(C)C2)cc1OC (configuration not stated)
    12.2, 0.0, 2.4, -3.7, 3.2, 0.2, 4.2, 12.0, 0.5
c1cc(C2N3CCCN2CC3)ccn1 (configuration not stated)
    -5.7, -0.6, 8.6, -44.3*, 4.8, /, 3.2, /, /
O=C1CC(c2ccccc2)CC(O)=C1C=NCCN1CCN(C(=O)Cc2ccccc2)CC1 (configuration not stated)
    4.6, -0.9, -2.0, 4.3, -5.5, -1.9, 0.8, -19.9, -1.0
O=C(O)c1sc2cc(Cl)ccc2c1Cl
    /, -0.1, -1.1, 8.5, 2.3, -1.0, 5.3, -3.2, -0.5
OC(CN1CCCCC1)c1c[nH]c2ccccc12 (configuration not stated)
    3.7, 0.4, 0.1, -15.5, -4.8, 0.1, 4.4, -5.5, -8.1
COc1ccc(C(CC(=O)N2CCC3(CC2)OCCO3)NS(=O)(=O)c2ccc(F)cc2)cc1 (configuration not stated)
    -2.6, 0.4, -4.9, -8.2, -2.5, -0.7, 1.9, -41.0, 0.5
O=c1[nH]c(=S)n(CCC2=CCCCC2)c(O)c1/C=N/Nc1ccccc1
    -9.4, 0.5, 0.2, 8.1, 6.6, -0.4, 4.4, -5.0, -1.5
CC(=O)Nc1ccccc1OP1(=O)COc2ccccc2OC1
    3.0, 0.6, -2.1, -0.6, 5.4, -0.4, 1.0, -21.1, 4.8

Some entries already given with just D2 ag, D1 ag and D1 potentiator:
canonical_smiles	D2 ag	D1 ag	D1 potentiator
COc1ccc(C2SCC(=O)Nc3c2c(C)nn3C2CCOC(C)(C)C2)cc1OC (configuration not stated)	0.2	4.2	2.4
O=[N+]([O-])c1ccc(N2CCCCCC2)c2nonc12	84.7*	526.5*	5.6

Next records follow:
| compound | RXFP1 antagonist | TRHR ag | D1 potentiator | D1 antag | TRHR PAM | D2 ag | D1 ag | D2 antagonist | D2 PAM |
| --- | --- | --- | --- | --- | --- | --- | --- | --- | --- |
| O=C(c1cccc2ccccc12)C1CCCN(C2CCC2)C1 (configuration not stated) | -8.1 | -2.1 | -5.6 | -1.7 | 9.5 | -0.3 | 2.3 | -34.1 | -36.0 |
| CC(C)c1oc(=O)cc2c1[C@@H](O)[C@H]1OC(=O)[C@@]3(C)C[C@@H](O)[C@@H](O)[C@@]2(C)C13 (some centres not stated) | / | -0.2 | 2.9 | 11.7 | 0.1 | 1.5 | -0.5 | -4.5 | -0.8 |
| CN1C(C(=O)N2CCC3(CC2)OCCO3)=CC(c2ccc(F)cc2)=NS1(=O)=O | 6.4 | 0.0 | 1.6 | -3.9 | 2.6 | 0.3 | 1.6 | 2.9 | 4.7 |
| COc1ccc(-n2c(-c3ccc(C)cc3)nc3ccccc3c2=O)cc1 | -11.4 | 0.1 | 3.7 | 18.1 | -1.1 | 1.0 | 4.2 | -5.8 | -2.6 |
| CCCCn1c(O)c(C(C)=NC(C)c2ccccc2)c(=O)[nH]c1=O (configuration not stated) | -14.0 | -0.4 | -6.7 | -19.5 | 2.2 | 0.2 | 15.5 | -20.5 | -6.0 |
| CCCCn1c(O)c(C=NC2CC3CCC2(C)C3(C)C)c(=O)[nH]c1=O (configuration not stated) | 2.9 | -0.4 | -3.9 | 25.2 | 1.4 | -0.4 | 1.9 | 26.2 | 10.7 |
| CCN(CC)C(=O)c1ccc(NC(=O)c2ccc(-n3cncn3)c([N+](=O)[O-])c2)cc1 | -21.8 | -0.3 | -2.9 | 9.7 | 7.3 | 1.6 | -0.5 | -8.8 | 18.6 |
| COc1ccc(NC2=NCCCS2)cc1OC | -13.5 | 0.1 | -6.5 | -5.5 | -6.4 | 0.2 | 1.6 | 18.6 | -9.9 |
| COCc1cc(OC(=O)N(C)C)nc(-c2ccc(C)c(Cl)c2)n1 | 3.3 | 0.0 | 2.3 | 1.4 | 16.0 | / | 3.6 | / | / |
| CCCCN1C(=N)C(CC)(CC)C(=O)NC1=O | -3.8 | -0.7 | -1.0 | 1.1 | 1.9 | 0.7 | 0.1 | -4.7 | 8.9 |
| C/C=C(\C)C(=O)OC1C(C)=C2C(C1OC(=O)CCCCC)C(C)(OC(C)=O)CC(OC(=O)CCC)C1(O)C2OC(=O)C1(C)O (configuration not stated) | / | 19.1 | -10.1 | -30.6* | -8.4 | 66.3* | 109.2* | 35.9* | -12.0 |
| Cc1ccccc1C1=NCC(=S)Nc2ccc(Cl)cc21 | -8.1 | 0.0 | -2.9 | -6.7 | 10.0 | -1.3 | 4.9 | 40.7* | -1.2 |
| COc1ccc(CN2C(=O)NC(=O)/C(=C/c3ccoc3)C2=O)cc1 | 2.0 | 8.6 | 3.2 | 2.9 | 8.1 | 6.3 | 17.2 | 9.8 | 5.7 |
| CN1CC2([N+](=O)[O-])CC=C(Cl)C([N+](=O)[O-])(C1)C2 (configuration not stated) | -6.9 | 1.1 | -0.8 | 3.3 | 2.9 | 1.7 | 1.4 | 11.9 | 12.3 |
| CC(C)(C)C(=O)c1cn(Cc2ccccc2)c2ccccc12 | -32.9 | 2.2 | -10.1 | 8.7 | -3.3 | -1.5 | 7.9 | -27.7 | 11.9 |
| CCN(CC)C(=O)c1ccc(NC(=O)CCCSc2ccccc2)cc1 | 0.7 | 0.0 | -3.2 | 1.1 | 1.5 | -0.2 | 5.9 | 1.2 | 7.0 |
| CC(Cc1ccccc1)NC(=O)CCCCC(=O)NC(C)Cc1ccccc1 (configuration not stated) | 0.6 | -0.3 | 8.4 | -27.7 | -2.3 | 0.5 | 2.6 | -28.6 | -3.8 |
| COC(=O)C1=C(c2ccc(F)cc2F)C[C@@H]2CC[C@H]1N2C(=O)NCCOc1ccccc1Cl | / | 0.2 | -3.1 | -3.8 | -8.8 | 0.9 | 2.2 | -15.3 | 3.4 |
| CC(=O)c1c(O)n(C)c(=S)n(-c2ccccc2)c1=O | -23.6 | 0.1 | -7.7 | 1.8 | -0.7 | 0.3 | 0.2 | -2.0 | -3.3 |
| C=C(C=O)CC1CC(O)[C@]2(C)OC3CC4OC5C[C@]6(C)O[C@]7(C)CCC8OC9C[C@]%10(C)OC%11C(C)=CC(=O)OC%11CC%10OC9C[C@@H](C)C8OC7CC6O[C@]5(C)CC5OC5C4OC3CC2O1 (some centres not stated) | / | 0.2 | -2.0 | 18.5 | 8.4 | 2.3 | -5.5 | 4.5 | 16.1 |
| Fc1ccccc1CNCCc1ccc2c(c1)OCO2 | 6.1 | -2.2 | -3.0 | -7.0 | 13.4 | 0.0 | 3.9 | 8.5 | -4.1 |
| Cn1cccc1CNCCc1ccc(F)cc1 | 9.0 | 0.3 | -3.1 | -0.1 | -7.8 | 1.6 | 1.4 | 4.8 | -9.5 |
| O=C1NC(=O)C2(Cc3c(nc4ccccn4c3=O)N3CCCCCC32)C(=O)N1Cc1ccccc1 (configuration not stated) | -9.9 | 0.3 | -0.2 | 2.9 | 10.2 | 1.2 | 3.8 | -1.7 | -1.9 |

An excerpt; count on the stated rates, not on these rows.
